AddAB inh: less growth of phage-infected E. coli with AddAB; 330,000 compounds, 0.29% hits; E. coli expressing H. pylori AddAB, absorbance growth; inhibition, % at 11.9 µM; in the data active = inhibition above about 12%;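 note: 0% = vehicle wells of infected cells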
Tat export inh: E. coli Tat transport inhibition. 340,000 compounds, 0.036% hits. AID 488895. E. coli MC4100 TorA-mCherry Tat export, fluorescence. inhibition, % at 10 µM;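 active = mean replicate inhibition at least 50% and at least half of replicates individually reaching 50%; inconclusive = only one of the two criteria met; inactive = neither criterion met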;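 note: exported cargo escapes ClpAP degradation while cytoplasmic cargo is degraded and loses fluorescence; 0% = median of neutral control wells and 100% = median of NaSCN control wells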
PvdQ inh: P. aeruginosa PvdQ acylase inhibition; inhibition, % at 10 µM; 340,000 compounds, 0.063% hits; AID 488965; purified PvdQ acylase, fluorescence plate reader; in the data active = inhibition above about 30%, passing the limit was not always enough; inconclusive = no clear call, values can overlap the other calls;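 note: 0% = vehicle neutral wells and 100% = reference inhibitor wells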
PfHsp90 yeast 2: growth inhibition of yeast expressing Plasmodium Hsp90; S. cerevisiae expressing PfHsp90, BacTiter-Glo ATP, 48 h; yeast lacking PDR1 and PDR3 efflux regulators; inhibition, % at 9.4 µM; 310,000 compounds, 0.32% hits; AID 504621;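 active = every replicate shows inhibition above about 80%, whatever the replicate mean, limit read from the data; inconclusive = mean inhibition reaches the set limit but some replicate falls short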;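 note: 0% = DMSO neutral controls and 100% = 20 µM radicicol positive controls; yeast relying on Plasmodium falciparum Hsp90 in place of its own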
E coli growth: reduces bacterial viability in AddAB counter-screen. E. coli V3065 growth, OD600 absorbance, 18 h. 330,000 compounds, 0.27% hits. inhibition, % at 11.9 µM;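 active = inhibition above the campaign's mean inhibition across all tested compounds plus 3 SD, cut at about 9.9% in these data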;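 note: uninfected addAB+ strain grown without phage in ampicillin broth; 0% = DMSO wells and 100% = ciprofloxacin 0.95 µg/ml wells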
phage Ecoli inh: E. coli growth loss with phage present; growth absorbance; inhibition, % at 11.9 µM; 360,000 compounds, 0.26% hits; in the data active = inhibition above about 11%
CAL PDZ inh: blocks peptide binding to human CAL PDZ domain; AID 504414; Q9HD26; purified CAL PDZ, TMR-peptide fluorescence polarization, 1 h; inhibition, % at 20 µM; 330,000 compounds, 0.02% hits;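 active = highest replicate inhibition of at least 40%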;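 note: plate controls were DMSO neutral control wells for no effect and unlabeled competitor peptide control wells for full effect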
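Material – purified CerCALP PDZ construct · Detection – FP readout, S and P plane fluorescence · Measure – percent inhibition from loss of millipolarization · Controls – unlabelled peptide for full inhibition, DMSO wells as neutral · Probe or stimulus – TMR-labelled reporter peptide T*-PRC34 bound in PDZ groove · Times – 1 h at RT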
Wnt bcat act: Wnt/beta-catenin pathway activation | activation, % at 9.35 µM | 300,000 compounds, 1.2% hits | Wnt/beta-catenin reporter cell assay, activator, plate reader; in the data active = activation above about 30%, passing the limit was not always enough; inconclusive = no clear call, values can overlap the other calls;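 note: 0% = neutral control wells and 100% = positive control wells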
Rtt109 Vps75: blocks Candida albicans Rtt109/Vps75 acetyltransferase activity; purified Rtt109/Vps75, ThioGlo CoA-SH fluorescence, 4 h; inhibition, % at 34.9 µM; 330,000 compounds, 0.16% hits; Q5AAJ8;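 active = inhibition of at least 50% in every replicate; inconclusive = best replicate reaches 50% inhibition but some replicates fall short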
Target sequence (Q5AAJ8 whole entry, looked up): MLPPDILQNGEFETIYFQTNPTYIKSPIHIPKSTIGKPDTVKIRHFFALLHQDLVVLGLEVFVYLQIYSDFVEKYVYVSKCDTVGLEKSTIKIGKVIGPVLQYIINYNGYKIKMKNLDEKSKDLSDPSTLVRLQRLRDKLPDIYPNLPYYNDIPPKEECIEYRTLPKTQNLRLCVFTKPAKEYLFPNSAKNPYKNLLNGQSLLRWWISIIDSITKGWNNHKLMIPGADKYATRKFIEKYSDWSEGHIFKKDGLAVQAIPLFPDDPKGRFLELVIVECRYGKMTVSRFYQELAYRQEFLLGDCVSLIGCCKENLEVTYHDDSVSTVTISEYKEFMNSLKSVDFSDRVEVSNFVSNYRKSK
DAGLB inh: blocks human DAGLB lipase activity; Q8NCG7; HEK293T DAGLB membrane lysate, EnzChek fluorogenic substrate; inhibition, % at 5.17 µM; 340,000 compounds, 0.059% hits; AID 504411; in the data active = inhibition above about 34%;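 note: 0% = enzyme with vehicle and 100% = wells lacking enzyme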
Target sequence (Q8NCG7 whole entry, looked up): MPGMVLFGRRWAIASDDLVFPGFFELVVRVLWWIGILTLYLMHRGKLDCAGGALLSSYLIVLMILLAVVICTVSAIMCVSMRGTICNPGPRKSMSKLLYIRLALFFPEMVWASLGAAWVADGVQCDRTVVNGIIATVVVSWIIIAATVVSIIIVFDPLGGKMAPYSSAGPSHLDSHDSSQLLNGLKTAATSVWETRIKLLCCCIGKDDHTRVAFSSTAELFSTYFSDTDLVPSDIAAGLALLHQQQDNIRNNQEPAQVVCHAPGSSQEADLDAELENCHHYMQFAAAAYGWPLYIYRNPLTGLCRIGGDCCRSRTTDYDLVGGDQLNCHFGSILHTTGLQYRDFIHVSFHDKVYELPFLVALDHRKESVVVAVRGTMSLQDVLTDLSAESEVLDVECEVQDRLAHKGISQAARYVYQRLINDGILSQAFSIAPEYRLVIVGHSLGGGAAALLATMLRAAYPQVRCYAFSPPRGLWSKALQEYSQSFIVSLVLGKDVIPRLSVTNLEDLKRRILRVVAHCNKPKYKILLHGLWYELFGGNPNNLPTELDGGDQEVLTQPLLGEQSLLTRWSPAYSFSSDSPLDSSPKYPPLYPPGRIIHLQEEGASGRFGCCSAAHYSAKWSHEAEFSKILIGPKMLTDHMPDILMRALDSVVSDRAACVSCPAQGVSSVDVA
Numbers without * were called inactive; u = inconclusive; x = no result given; & = joins results of further samples. Hits appear at their usual frequency, and some 1.9% of all compounds hit somewhere here.

SMILES	AddAB inh	Tat export inh	PvdQ inh	PfHsp90 yeast 2	E coli growth	phage Ecoli inh	CAL PDZ inh	Wnt bcat act	Rtt109 Vps75	DAGLB inh
CC(C)[C@H](NC(=O)C1CC(=O)N(c2ccc3c(c2)OCCO3)C1)C(=O)NC1CCCC1 (stereo partly specified)	0.9	6	-14	13	-0.9	1.9	-2.6	-4	-9	0
CCOC(=O)c1ccc(NC(=S)NCCc2ccccc2F)cc1	5.8	4	-10	x	1.3	6.2	-1.6	-2	7	-8
COc1cccc(-n2c(=O)n(Cc3ccccc3)c(=O)c3[nH]cnc32)c1	2.6	-1	-13	8	3.7	1.9	0.4	2	0	0
CCn1c(NCc2ccc(N(C)C)cc2)nc2ccccc21	0.3	6	13	16	2.1	1.9	-2.0	x	0	-6
CC(=O)N/C(=C/c1ccc2c(c1)OCO2)C(=O)NC(Cc1ccccc1)C(=O)O (stereo unspecified)	-1.7	2	-3	-6	0.5	0.3	-0.4	0	5	-3
CC1CCN(S(=O)(=O)c2ccc3[nH]c(=O)ccc3c2)CC1	5.3	7	-15	x	-3.3	3.3	-2.4	6	-8	1
CC(C)NC(=O)c1onc(CSc2ccc(F)c(F)c2)c1C(=O)NC(C)C	-1.1	2	-17	-25	0.9	2.0	-0.4	-5	-4	-6
CC(OC(=O)Cn1[nH]c(=O)c2ccccc2c1=O)C(=O)Nc1ccc(F)cc1 (stereo unspecified)	-0.3	-2	-17	-4	-1.4	2.9	-1.9	-2	-4	4
Cc1cc(NC(=O)c2cccc(S(=O)(=O)N3CC(c4ccccc4)CC3=O)c2)no1 (stereo unspecified)	7.8	4	3	18	-0.5	0.1	-0.7	0	6	-3
CC1CC(=O)Nc2ccccc2N1C(=O)Cn1cnc2ccc(Br)cc2c1=O (stereo unspecified)	x	9	-4	-62	x	4.6	-0.4	0	-1	0
CCN(C(=S)Nc1cccnc1)c1cccc2ccccc12	-1.4	-4	1	12	0.5	-1.4	-0.1	-1	-6	-2
COc1ccc(CCC(=O)N2CCN(S(=O)(=O)c3ccc(C)cc3)CC2)cc1	1.3	-3	-13	-23	2.3	1.3	-0.6	-3	-21	-5
Cc1c(C)c2c(C)nn(-c3ccccc3)c2[nH]c1=O	0.0	u	-17	4	-2.1	0.6	20	x	5	0
COc1ccc(C(=O)N2CCC3(CC2)NCCc2[nH]cnc23)cc1OC	1.2	-4	-11	0	-1.1	2.1	-1.5	-3	-10	3
O=C(O)c1ccc2c(c1)C(=O)N(c1cc(C(=O)O)ccc1Br)C2=O	2.0	1	-10	x	0.2	1.3	-3.2	x	-2	-1
COc1ccc2c(c1)C(=O)OC2CC(=O)O (stereo unspecified)	2.8	-2	-6	x	-0.9	0.0	x	-6	-19	0
COc1cc(C(=O)N2CCN(Cc3ccc4c(c3)OCO4)CC2)cc(OC)c1OC	0.0	4	-11	3	-0.4	-0.2	-19	-6	0	-2
CCOC(=O)C1=NOC2C(=O)N(c3ccc(Cl)cc3Cl)C(=O)C12 (stereo unspecified)	4.1	1	12	9	0.8	4.3	-0.4	-1	9	-4
CCOC(=O)C1=C(C)Nc2ncnn2C1c1ccc(N(C)C)cc1 (stereo unspecified)	-1.6	-12&3	-15&-3	0&27	-1.1	-0.7&-0.2	0.5&-1.7	-3&1	4&-18	2&2
CCN1CCN(C(=O)c2ccc3c(=O)n(C4CCCC4)c(=S)[nH]c3c2)CC1	0.2	-6	-13	27	-0.2	1.4	-0.6	x	3	1

Whole records, quoted from the list. Order of values: AddAB inh | Tat export inh | PvdQ inh | PfHsp90 yeast 2 | E coli growth | phage Ecoli inh | CAL PDZ inh | Wnt bcat act | Rtt109 Vps75 | DAGLB inh
CCn1c(NCc2ccc(N(C)C)cc2)nc2ccccc21 is listed as 0.3 | 6 | 13 | 16 | 2.1 | 1.9 | -2.0 | x | 0 | -6
O=C(O)c1ccc2c(c1)C(=O)N(c1cc(C(=O)O)ccc1Br)C2=O is listed as 2.0 | 1 | -10 | x | 0.2 | 1.3 | -3.2 | x | -2 | -1
COc1ccc(C(=O)N2CCC3(CC2)NCCc2[nH]cnc23)cc1OC is listed as 1.2 | -4 | -11 | 0 | -1.1 | 2.1 | -1.5 | -3 | -10 | 3
CC1CCN(S(=O)(=O)c2ccc3[nH]c(=O)ccc3c2)CC1 is listed as 5.3 | 7 | -15 | x | -3.3 | 3.3 | -2.4 | 6 | -8 | 1

(further entries)
SMILES	AddAB inh	Tat export inh	PvdQ inh	PfHsp90 yeast 2	E coli growth	phage Ecoli inh	CAL PDZ inh	Wnt bcat act	Rtt109 Vps75	DAGLB inh
CCCNC(=O)CCn1c(=S)oc2ccccc21	-0.5	1	-13	-3	1.8	1.1	-2.7	1	0	2
CC(C)C(NS(=O)(=O)c1ccc2c(c1)oc(=O)n2C)C(=O)N1CCN(C2CCCCC2)CC1 (stereo unspecified)	2.6	11	-27	-8	-0.3	x	-0.3	x	-10	-2
N#Cc1nc(COc2ccccc2F)oc1NCc1ccc(F)cc1	0.1	-3	2	4	-1.3	3.3	-0.6	-5	-12	-4
CCOC(=O)c1cnc(SC)nc1N1CCCC1	0.6	8	4	31	0.5	3.2	0.4	0	17	2
COCCCNc1nc(CC(C)C)nc2c1nnn2Cc1ccccc1	-0.3	1	-5	-3	0.0	-0.9	-1.2	-2	-3	-4
Cc1cc(Cl)ccc1N1C(=O)CC(SCCC(=O)O)C1=O (stereo unspecified)	3.7	-10	-15	3	1.9	2.9	0.7	-1	-6	2
Cn1cc(C[C@H](NC(=O)OC(C)(C)C)C(=O)N[C@H](CO)Cc2ccccc2)c2ccccc21	-0.6	-2	1	-13	-0.4	3.3	0.6	0	6	-8
Cc1coc2c(C)c3oc(=O)c4c(c3cc12)CCCC4	2.8	-5	-5	-9	-1.6	1.9	-2.3	-3	-5	-5
Cc1ccc(O)c(C(=O)c2cnc3c(c2)CN(CCC(C)C)C(=O)N3)c1	3.4	2	-5	x	-1.4	1.7	-1.4	-12	-4	6
CC(C)(CO)NS(=O)(=O)c1ccc2c(c1)oc(=O)c1cc(S(=O)(=O)NC(C)(C)CO)ccc12	1.9	-7	-15	39	1.4	3.3	-1.3	x	-11	4
CC(C)Oc1ccc(C2CC(=O)NC3=C2C(=O)CCC3)cc1 (stereo unspecified)	3.6	-8	8	7	0.3	2.5	0.9	x	1	1
O=C(Nc1cccc(C(=O)Nc2ccc(F)cc2F)c1)c1ccccc1	3.0	-3	-3	-27	-0.8	2.1	-0.3	2	4	0
COc1ccccc1/C=C/C(=O)OCC(=O)Nc1c(F)cccc1F	1.6	-7	-15	32	2.5	4.1	-0.8	-1	-1	-5
Cc1cc(NC(=O)CSc2ncnc3c2cnn3-c2cccc(Cl)c2)no1	0.0	25	0	x	-1.6	1.4	-1.6	-1	-10	1
CCNC(=O)CON=C1c2ccccc2-c2ccccc21	2.0	25	6	28	2.2	1.6	-2.5	0	0	1
O=C(C1CC1)N1CCc2cc(S(=O)(=O)NCc3ccccc3)ccc21	0.3	-4	-2	-16	0.4	0.3	-2.8	0	-7	1
COc1ccc(Nc2cc3n(c(=O)n2)CCc2cc(OC)c(OC)cc2-3)cc1	-1.2	1	-15	0	-0.3	1.0	-0.6	0	-1	-2
COc1ccccc1/C=C1\SC(=S)N(CCC(=O)NCCCN2CCOCC2)C1=O	-0.7	-9	-21	9	-1.3	2.6	-0.7	-2	4	-2
COC(=O)C1=C(C)N(Cc2ccc(C)cc2)C(=O)C1	0.8	4	-17	23	-0.5	1.7	x	x	-11	1
N#C/C(=N\Nc1ccc([N+](=O)[O-])cc1)C(N)=S	0.6	5	17	4	3.3	5.8	1.2	12	18	38*
NS(=O)(=O)c1ccc2nc(NC(=O)c3ccc(Br)o3)sc2c1	3.6	-10	-7	-4	1.8	3.8	-1.4	3	-12	4
Cc1ccc2c(c1)nnn2C1CCN(S(=O)(=O)c2ccc(C(=O)O)cc2)CC1	3.8	-2	-16	x	1.9	0.5	-0.4	0	-4	-1
Cn1nc(C(=O)NNc2c(F)c(F)cc(F)c2F)c2ccccc2c1=O	-1.9	-5	-8	18	3.4	-1.6	-2.2	-1	-1	-1
Cc1cc(NC(=O)CSc2nc3ccsc3c(=O)n2Cc2ccccn2)n[nH]1	1.9	-3	0	18	0.3	1.2	-0.6	0	7	-1
O=C(c1ccccc1)C1CCN(C(=O)C2CCC(=O)N(Cc3ccccc3F)C2)CC1 (stereo unspecified)	3.0	2	-11	-4	1.4	0.4	-0.2	-1	-18	-1
COc1cc(/C=N/NC(=O)c2cccnc2)ccc1OS(=O)(=O)c1ccc(C)cc1	-1.0	1	-7	-7	-2.5	2.5	-4.7	x	-4	-1
CCc1ccccc1OCc1nc2ccc(S(=O)(=O)N3CCOCC3)cc2[nH]1	2.9	8	-5	-112	2.8	1.5	-2.3	x	0	-1
COc1ccc(OC)c(S(=O)(=O)Nc2cc(C)on2)c1	0.1	2	-11	-43	1.9	-2.8	1.4	0	0	-1
COc1ccc(NC(=O)c2sc3nc(-c4cccnc4)ccc3c2N)cc1OC	2.3	0	4	-120	0.5	-1.6	0.5	0	20	-1
Cc1ccc(S(=O)(=O)NCC(=O)NCC(=O)OCc2c(F)cccc2Cl)cc1	-0.2	-5	9	1	-2.2	1.0	-0.1	-1	6	-1
Cc1cccc(C(C#N)c2ccc(Cl)nn2)c1 (stereo unspecified)	-1.0	-8	89*	-18	-2.0	3.8	-0.1	-2	-3	x
COc1ccc2c(c1)c1nc3ccccc3nc1n2CC(=O)OC(C)C	1.3	-4	-15	-28	-1.5	2.3	-0.7	x	-12	1
COC(=O)Cn1c(C(F)(F)F)nc2ccccc21	0.1	7	0	-1	0.4	2.2	-2.4	x	-4	2
CCOC(=O)C1CCN(Cc2ccc(OCc3ccccc3)cc2)CC1	3.4	-2	1	-2	1.9	0.2	0.3	-1	22	0
CCOC(=O)COc1ccc(C(=O)NC2CCCCC2)cc1	-0.5	1	-8	x	-0.2	x	-1.8	5	0	-1
CCn1c(CNc2cccc(Cl)c2)nnc1SCc1ccccc1	0.9	-2	-11	13	0.2	2.5	-0.2	x	0	-30
CC(=O)[C@H]1CC[C@H]2[C@@H]3CCC4=CC(=O)CC[C@]4(C)[C@H]3CC[C@]12C	-0.8&1.1	4&1	-10&-13	-5&-45	-1.6&2.1	3.0&5.5	-0.9&-0.9	-7&0	-2&-5	-2&-4
CCOC(=O)Cn1nc(C(F)F)c(Br)c1C	4.3	-13	-12	18	0.2	4.5	-2.9	0	10	1
CC(C)Cc1nnc(NC(=O)Cc2cccs2)s1	0.2	7	-2	-20	-1.2	2.7	x	x	-5	3
COc1ccc([C@H]2CC(=O)C=C(c3cc(Cl)ccc3C)C2)cc1	2.2	2	-12	-16	1.8	0.2	-2.0	3	-3	-8
CCCCC(O)(C(NC=O)C(=O)OC)C(F)(F)F (stereo unspecified)	2.0	-4	-12	-9	1.3	1.9	x	x	8	3
CN(C)/C=C/c1oc2ccc(O)cc2c1[N+](=O)[O-]	2.8	-1	7	-4	-1.5	3.6	0.9	7	x	23
O=C(COC(=O)c1cc(S(=O)(=O)N2CCOCC2)ccc1F)NCc1ccco1	0.7	-7	-21	47	0.8	1.5	-2.0	0	-2	-2
CCN(C(=O)CSc1nc(C2CC2)n(-c2ccccc2)n1)C1CCS(=O)(=O)C1 (stereo unspecified)	x	12	-8	x	x	-1.1	-2.1	4	-3	2

Compound activity from PubChem.
